High-throughput results as filed in PubChem.
TSG101-PTAP inh – blocks PTAP/TSG101 interaction to inhibit HIV-1 budding | Potency, µM (series often up to 115 µM), for the others: top-dose activity change, negative = inhibition, most hits filed as inhibitors | 340,000 tested, under 10 active | Fluorescence polarization, FITC-PTAP peptide / Tsg101 binding | AID 493005 | Q99816; active = well fitted inhibition curve with a large enough effect in the main read-out, with a control signal flat, not every such curve was filed as active; inconclusive = small, poorly fitted or top-dose-only effect, or effect the other way, or a change in a side signal; inactive = no such curve, though single readings can be large or run the other way; note: potency is the fitted concentration of half-maximal effect; % of control where 0% means no effect
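Tsg101 binding domain (10 uM final) was mixed with compound and a FITC-labeled PTAP peptide (50 nM final) in HEPES pH 7.5 buffer with NaCl, Tween 20, EDTA and TCEP; fluorescence polarization was read after 20 min at r.t.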
TCR activator – activates T cell receptor signaling | primary human leukocytes, anti-CD3, IL-2 HTRF, 48 h | 330,000 tested, under 10 active | AID 504894 | Potency, µM (highest dose often 9.22 µM), without a hit: top-dose activation of IL-2 secretion, actives largely listed as activators; note: % of control where 0% means no effect
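TCR engagement came from a-CD3 beads alone, with compounds added to primary human leukocytes for 48 hr. Secreted IL-2 bridged europium cryptate- and d2-labelled anti-IL-2 antibodies, giving FRET emission at 665nm after 320nm excitation.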
TSHR antagonist – human thyrotropin receptor antagonism | P16473 | TSHR-expressing cells, TSH-stimulated cAMP HTRF, 2 h; active compounds read low | activity change, negative = inhibition, % at 11.5 µM | hit rate 0.2% among 330,000 | AID 504810;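 active = activity change below a set negative limit, meaning inhibition stronger than a set level, cut at about -70% in these data; inconclusive = activity change between two set negative limits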; note: % is set by controls: 0 for no effect and ±100 for the full control effect
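Inhibition of cAMP made by TSHR-expressing cells under TSH stimulation (4nM final, EC80; 2 h, 37 deg C) is quantified with a one-step lysis HTRF kit, anti-cAMP cryptate versus cAMP-d2.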
MBNL1 CUG block – blocks human MBNL1 binding to CUG repeat RNA; hit rate 0.036% among 280,000; TR-FRET MBNL1-His/biotin-(CUG)12 binding, 665/545 ratio; Q9NR56; Potency, µM (titrated, usually from 57.5 µM), for inactives: top-dose activity change, negative = inhibition, hits mostly inhibitors; AID 2675; active = well fitted inhibition curve with a large enough effect in the signal ratio, with a control signal flat, not every such curve was filed as active; inconclusive = small, poorly fitted or top-dose-only effect, or effect the other way, or a change in a side signal; inactive = no such curve, though single readings can be large or run the other way; the % refers to the signal ratio; note: potency is the fitted concentration of half-maximal effect; % is set by controls: 0 for no effect and ±100 for the full control effect
Target sequence (Q9NR56 whole entry, looked up): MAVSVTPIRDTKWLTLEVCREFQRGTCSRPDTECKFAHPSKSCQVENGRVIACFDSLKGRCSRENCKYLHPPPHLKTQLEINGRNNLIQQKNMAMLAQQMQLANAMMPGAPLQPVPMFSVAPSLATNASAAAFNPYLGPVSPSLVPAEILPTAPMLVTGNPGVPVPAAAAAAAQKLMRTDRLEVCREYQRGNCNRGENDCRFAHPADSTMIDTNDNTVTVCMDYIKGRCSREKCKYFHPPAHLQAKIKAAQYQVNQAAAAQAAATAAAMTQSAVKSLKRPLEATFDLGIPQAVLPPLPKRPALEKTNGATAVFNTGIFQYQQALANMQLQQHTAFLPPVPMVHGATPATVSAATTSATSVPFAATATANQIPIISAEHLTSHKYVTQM
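TR-FRET between His-tagged MBNL1 and biotin-(CUG)12 RNA, detected with Tb anti-His antibody (0.055 ng/ul) and streptavidin-XL665 (5 nM), 60 min at room temperature. Compounds titrated 92 nM to 58 uM; 665/545 nm ratio normalized to buffer and complex controls.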
Mito fusion act – blocks mitochondrial division or promotes mitochondrial fusion. S. cerevisiae fusion-defective mutant growth rescue, CellTiterGlo 48 h. Potency, µM (doses to about 46.1 µM), without a hit: at the highest dose growth rescue (activation), hits mostly activators. hit rate 0.23% among 320,000. AID 485298;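 note: potency is the fitted concentration of half-maximal effect; % of control where 0% means no effect; nearly all actives have a fitted effect of over 45% in size; temperature-sensitive fusion mutants such as fzo1-1 at 37 °C on non-fermentable ethanol glycerol medium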
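S. cerevisiae fusion-defective temperature-sensitive mutants (e.g. fzo1-1, mgm1-5) grown 48 h at 37C in YPEG (ethanol/glycerol non-fermentable) medium with 23 nl compound per well; growth rescue read as CellTiterGlo luminescence.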
S-ASM inh – human S-ASM enzyme inhibition. placental ASM, HMU-PC fluorogenic substrate, 60 min. Potency, µM (top dose mostly 57.5 µM), for the others: at the highest dose activity change, negative = inhibition, usual class: inhibitors. P17405. AID 504937. hit rate 0.006% among 340,000; note: potency is the fitted concentration of half-maximal effect
Target sequence (P17405 47-631 limits assumed): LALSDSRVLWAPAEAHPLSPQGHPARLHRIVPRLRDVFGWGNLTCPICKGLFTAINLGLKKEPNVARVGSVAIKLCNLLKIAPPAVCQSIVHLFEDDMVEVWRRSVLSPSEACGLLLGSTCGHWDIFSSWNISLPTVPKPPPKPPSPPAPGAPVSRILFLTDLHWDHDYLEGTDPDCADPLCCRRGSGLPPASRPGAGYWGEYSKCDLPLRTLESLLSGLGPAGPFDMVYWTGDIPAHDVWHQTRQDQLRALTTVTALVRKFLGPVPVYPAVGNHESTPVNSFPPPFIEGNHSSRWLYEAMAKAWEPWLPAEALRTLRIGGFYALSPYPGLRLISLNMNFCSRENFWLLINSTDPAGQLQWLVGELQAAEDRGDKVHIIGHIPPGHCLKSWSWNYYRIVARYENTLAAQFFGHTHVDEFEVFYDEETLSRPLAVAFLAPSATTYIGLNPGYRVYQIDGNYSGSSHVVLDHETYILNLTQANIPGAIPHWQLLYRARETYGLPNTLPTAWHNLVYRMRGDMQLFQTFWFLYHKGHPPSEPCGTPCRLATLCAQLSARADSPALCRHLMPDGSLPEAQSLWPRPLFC
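Human placenta-derived ASM preincubated with compound 10 min at room temperature, then reacted with 9 uM (final) fluorogenic HMU-PC substrate for 60 min at 37 C. Stop solution raises pH to 10; fluorescence read at Ex 386/Em 447 nm.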
CXXC DNA block – MLL CXXC-DNA interaction inhibition; Q03164; MLL-CXXC / FITC-HOXA9 DNA fluorescence polarization; Potency, µM (top dose mostly 115 µM), for the others: top-dose activity change, negative = inhibition, hits mostly inhibitors; hit rate 0.037% among 290,000; AID 2662; active = well fitted inhibition curve with a large enough effect in the polarisation, with a control signal flat, not every such curve was filed as active; inconclusive = small, poorly fitted or top-dose-only effect, or effect the other way, or a change in a side signal; inactive = no such curve, though single readings can be large or run the other way; the % refers to the polarisation; note: potency is the fitted concentration of half-maximal effect
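Steps: dispense CXXC domain solution (7 uM) → pin compounds or unlabeled HOX-A9 DNA control → 5 min ambient → add FLSN-HOX-A9 solution (50 nM) → spin → 30 min ambient → fluorescence polarization. Tris pH 7.5/NaCl/DTT/BSA buffer.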
A-T KAP1 phos – potential ataxia-telangiectasia treatments restoring KAP-1 phosphorylation; […] A-T fibroblasts, KAP-1 phosphorylation AlphaLISA; neocarzinostatin DNA damage 30 min before lysis; Potency, µM (highest dose often 57.5 µM), inactives show at the highest dose activation, actives largely listed as activators; hit rate 0.19% among 320,000; AID 485349; note: potency is the fitted concentration of half-maximal effect; % of control where 0% means no effect; nearly all actives have a fitted effect of over 45% in size
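hTERT-immortalized A-T patient fibroblasts ([…]), 500 cells/well in OPTI-MEM, 1% FBS, got compounds for 60 min, then NCS for 30 min at 37C. Lysates were then assayed for phospho-KAP-1 by AlphaLISA (anti-pKAP1 donor, anti-KAP1 acceptor beads), 6 hr at 25C.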
Menin-MLL TR inh – displaces Texas Red mutant MLL peptide from human menin; Potency, µM (series often up to 61.6 µM), without a hit: at the top dose FP activity change, negative = inhibition, actives largely listed as inhibitors; AID 1768; Menin + Texas Red MLL mutant peptide, fluorescence polarization; O00255; hit rate 0.23% among 270,000; active = well fitted inhibition curve with a large enough effect in the polarisation, with a control signal flat, not every such curve was filed as active; inconclusive = small, poorly fitted or top-dose-only effect, or effect the other way, or a change in a side signal; inactive = no such curve, though single readings can be large or run the other way; the % refers to the polarisation; note: potency is the fitted concentration of half-maximal effect; % of control where 0% means no effect; many of its hits are not listed in these tables
Integrin act MD – integrin-mediated muscular dystrophy alleviation activation; hit rate 0.064% among 350,000; Potency, µM (top dose mostly 38.3 µM), for the others: at the top dose activation, most hits filed as activators; alpha7betagal myoblasts, beta-gal FDG fluorescence, 48 h;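 note: potency is the fitted concentration of half-maximal effect; 100% = response of the positive control SU9516; nearly all actives have a fitted effect of over 60% in size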
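Alpha7betagal+/- myoblasts (passage 13) were plated 16-24 hr, then exposed to compounds (1:260 dilution of DMSO stock) for 48 hours at 37C. After MPER lysis, β-galactosidase reporter activity was read as FDG fluorescence (ex 480/em 540) after 30 minutes.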
Starred values were filed as active, the others as inactive; u = inconclusive; x = not tested or not shown; [ ] = dose if it differs, or a comment. Unless noted, calls come from the whole dose curve; as a rule, active = well fitted curve in the direction sought with a large enough effect; inconclusive = small, poorly fitted or top-dose-only effect, or another doubt; inactive = no such curve, though single readings can be large; an effect the other way counts as inactive or inconclusive.

SMILES	TSG101-PTAP inh	TCR activator	TSHR antagonist	MBNL1 CUG block	Mito fusion act	S-ASM inh	CXXC DNA block	A-T KAP1 phos	Menin-MLL TR inh	Integrin act MD
Cc1nnc(SCc2c(Cl)cccc2Cl)s1	-11%	-2%	2	-4%	-2%	-2%	0%	6%	-27%	-3%
c1coc(CSCc2cn3cccnc3n2)c1	-2%	-2%	-5	1%	-1%	-1%	-12%	11%	0%	-12%
CC(C)CCNC(=O)CSc1nnc(-c2ccc(S(=O)(=O)N3CCCC3)cc2)n1C	-8%	-1%	-1	-15%	0%	3%	3%	2%	-3%	-7%
COc1cccc(NC(=O)[C@H](Cc2c[nH]c3ccccc23)NC(=O)[C@@H]2Cc3ccccc3CN2)c1	3%	13%	-1	-1%	1%	5%	8%	-3%	-1%	-2%
COc1cccc(C(=O)OCC(=O)c2[nH]c(C)c(C(C)=O)c2C)c1	-3%	4%	-16	x	4%	-2%	x	2%	x	9%
COc1ccccc1Nc1ccc(NC(=O)c2cccc([N+](=O)[O-])c2C)cc1	1%	5%	-6	9%	-16%	u	-3%	17%	u	-11%
CC1CCN(C(C(=O)Nc2ccc(C(C)C)cc2)c2ccc3c(c2)OCO3)CC1 (centres undefined)	-5%	0%	-2	-2%	8%	-2%	3%	15%	-11%[11.7 µM]	-34%
COc1ccc(CC2(CO)CCN(Cc3ccc4c(c3)CCO4)CC2)cc1	-1%	2%	12	-5%	-1%	-1%	4%	11%	u	6%
COc1ccc(CCNC(=O)CCc2nnc(Cc3ccc4c(c3)OCO4)o2)cc1	-1%	6%	10	-6%	-2%	-2%	4%	4%	x	0%
CCC(=O)NNc1ncnc2c1cnn2-c1cccc(C)c1	0%	7%	3	-6%	-3%	-2%	14%	-2%	16%	12%
CC1CC(C)(C)CC2(C1)NC(=O)N(CC(=O)N1CCN(S(=O)(=O)c3cccc(Cl)c3Cl)CC1)C2=O (centres undefined)	0%	13%	x	x	x	0%	x	x	x	-30%
COc1ccc(OCC(O)Cn2c(Nc3ccccc3)nc3c2c(=O)n(C)c(=O)n3C)cc1 (centres undefined)	2%	2%	-18	5%	0%	-3%	-6%	2%	0%	8%
CC(C)C1NCCc2c1sc1ccccc21 (centres undefined)	-3%	1%	x	x	x	0%	x	x	x	4%
O=S1(=O)CCC(NS(=O)(=O)c2cccc3cccnc23)C1 (centres undefined)	-5%	-5%	-6	-10%	0%	5%	-1%	6%	-19%	2%
CC/C(O)=C(/C#N)c1nnc2n1CCCCC2	-13%	1%[46.1 µM]	7	3%	-3%	0%	-2%	1%	7%	-16%
Cc1cccc(/C=N/n2c(-c3ccncc3)n[nH]c2=S)c1	-5%	6%[46.1 µM]	0	-3%	5%	5%	5%	-5%	3%	-6%
S=C(NCC1CCCO1)NC12CC3CC(CC(C3)C1)C2 (centres undefined)	1%	2%	-3	0%	4%	0%	8%	-2%	-3%	-40%
O=c1cc(CO)occ1OCc1ccccc1	-4%	5%	19	-8%	0%	5%	20%	-1%	-23%	20%
CCC(C)NC(=O)CSc1nnc(-c2ccc(C(C)(C)C)cc2)n1C (centres undefined)	-7%	-47%	-11	-3%	1%	4%	1%	-3%	-7%	13%
O=C1c2ccccc2C(=O)N1CCOc1ccc(F)cc1	-1%	x	-14	17%	-2%	4%	-11%	4%	13%	14%
CCNc1nc(OCC)nc(N2CCC(Cc3ccccc3)CC2)n1	8%	-6%[46.1 µM]	-9	-10%	0%	-6%	6%	0%	-12%	-12%
Cc1ccc(OCCCCN2CCCCC2)cc1	-5%	x	26	-3%	-1%	0%	18%	-7%	-8%	-40%
CCN(c1ccccc1)S(=O)(=O)c1ccc(Cl)c(NC(=O)CN2CCN(C)CC2)c1	0%	0%	6	x	0%	4%	x	-2%	x	1%
CC(C)CCNC(=O)Cc1c(C(=O)O)[nH]c2ccc(Cl)cc12	-6%	-1%	-4	0%	0%	9%	-7%	12%	u	18%
COc1ccc(NC(=O)c2cc(S(=O)(=O)N3CCc4ccccc43)cn2C)c(OC)c1	-3%	7%	-1	-8%	4%	-5%	x	9%	18%	4%
CC(C(=O)NCCC1=CCCCC1)c1ccc([N+](=O)[O-])cc1 (centres undefined)	0%	-4%	-12	19%	0%	-1%	1%	-2%	-15%	14%
CCCCCn1c(C)c2c(OCC)cccc(=O)c2c1C	0%	2%	17	11%	-21%	-15%	16%	35%	x	-6%
N=c1ccn(Cc2ccc(Cl)c(Cl)c2)cc1	-1%	0%	14	-2%	-14%	4%	-6%	15%	-19%	-51%[inhibitor]
COC(=O)c1ccc(/C=N/N2CCN(Cc3ccccc3)CC2)cc1	-3%	-2%	-2	-3%	3%	-2%	8%	-2%	-9%	16%
Cn1c(=O)c2ncn(CC(=O)O)c2n(C)c1=O	-3%	2%	-3	-1%	1%	-1%	-9%	2%	6%	-4%
O=C(Nc1ccccc1)c1ccccc1NC(=O)c1ccccc1C(=O)O	-1%	-1%	x	x	x	5%	x	x	x	10%
COc1ccc(OC(C)C(=O)Nc2ccccc2F)cc1 (centres undefined)	-2%	8%	-5	-1%	0%	9%	5%	x	-1%	-8%
Cc1ccc(NC(=O)c2nc[nH]c2C(=O)NCCCCCNC(=O)OC(C)(C)C)cc1	-7%	3%	-32	x	-13%	-10%	x	8%	x	-38%[inhibitor]
COc1ccccc1/C=N/N1C(=O)c2cccc3cccc(c23)C1=O	1%	14%	3	u	2%	-4%	-15%	5%	5%	19%
CCOc1ccccc1NC(=O)Cc1coc2cc(C)ccc12	-1%	-3%	1	4%	28%	0%	-2%	19%	x	-8%
O=C(O)CCCCCN1C(=O)/C(=C\c2ccc(-c3ccc(Cl)cc3)o2)SC1=S	5%	13%	2	4%	u	-23%	70%[activator]	-20%	x	-16%
Cc1cc2cc3c(cc2nc1SCc1ccccn1)OCCO3	0%	-3%	7	x	-4%	1%	2%	0%	-1%	5%
COc1ccc(-c2nnc(SCC(=O)NCC3CCCO3)o2)cc1 (centres undefined)	-7%	8%	7	-5%	-3%	-1%	2%	3%	-8%	u
Cc1ccc(S(=O)(=O)c2ccsc2NC(=O)c2ccccc2)cc1	-1%	-1%	x	x	x	3%	x	x	x	-10%
Cc1ccnc(NC(=O)c2cc3c(=O)oc4ccc(C)cc4c3s2)c1	3%	11%	3	-1%	-3%	103%	-2%	26%	x	2%
CCOC(=O)c1c(C)[nH]c(C=Nc2ccc(OC)cc2)c1O	-2%	-3%[46.1 µM]	-17	u	-1%	5%	u	-6%	u	8%
CN(Cc1ccon1)C(=O)CC1C(=O)NCCN1Cc1ccc(Cl)c(F)c1 (centres undefined)	-6%	-3%	3	6%	0%	22%	4%	1%	x	-5%
CCOc1ccccc1NC(=O)C(c1ccccc1)N1CCN(C(=O)c2ccco2)CC1 (centres undefined)	-2%	6%	-6	x	15%	5%	x	1%	x	27%
Nc1cc(Cl)ccc1C(=O)OCC(=O)NC1CCCCCCC1	-7%	1%	-25	x	10%	76%[activator]	x	8%	x	-10%
CC1(C)C(c2cccs2)=[N+]([O-])C2(CCCCC/C2=N\NC(N)=O)N1O (centres undefined)	-6%	3%	-3	10%	0%	3%	-6%	1%	1%	-9%
COc1ccccc1-c1nc(S(=O)(=O)c2ccccc2)c(N2CCCCC2)o1	-8%	0%	5	3%	-9%	-1%	6%	16%	-18%	-17%
CN1CCN(c2ccc(CNS(=O)(=O)Cc3cccc(C(F)(F)F)c3)cc2)CC1	-6%	-8%	2	x	-6%	-1%	-10%	-2%	x	-47%
CCOC(=O)C1=C(Cc2ccc(C)cc2)C(=O)c2ccccc2C1=O	x	x	-18	u	-2%	x	23%	12%	23%	x
Cc1cc(C(F)F)n2ncc(C(=O)N3CCc4ccccc4C3)c2n1	-2%	2%	13	1%	5%	4%	-8%	-6%	-19%	17%
CC(Oc1ccc(C#N)cc1)C(=O)N1CC=C(c2ccccc2)CC1 (centres undefined)	-3%	3%[46.1 µM]	-14	x	x	-3%	x	14%	x	-22%
O=c1c2ccccc2oc2ncccc12	-1%	8%	23	-2%	0%	4%	3%	1%	4%	9%
COc1ccc(CNC(=O)COC(=O)c2ccc(F)c(S(=O)(=O)N3CCCCC3)c2)cc1OC	-1%	-4%	-3	-10%	-5%	-1%	0%	-1%	x	-2%

Some of the compounds tested. The share of hits here may be higher or lower than overall.
